From PubChem BioAssay
NR2E3 ag-1: inhibitors of NR2E3-RetCOR corepressor binding, primary screen, NR2E3 agonist project, biochemical, TR-FRET, GST-NR2E3, biotin-RetCOR. Photoreceptor-specific nuclear receptor (Homo sapiens), Q9Y5X4. actives 0.12% (n = 320,000). inhibition of corepressor binding, % at 4.78 µM. AID 2300, 2010. 1536-well;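 active means percent inhibition above the cutoff of mean plus 3 SD of all tested compounds, set per screening campaign, cut at about 20% in these data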;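 further: 0% = DMSO wells and 100% = biotin wells as full block of FRET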
Target sequence (Q9Y5X4 whole entry, looked up): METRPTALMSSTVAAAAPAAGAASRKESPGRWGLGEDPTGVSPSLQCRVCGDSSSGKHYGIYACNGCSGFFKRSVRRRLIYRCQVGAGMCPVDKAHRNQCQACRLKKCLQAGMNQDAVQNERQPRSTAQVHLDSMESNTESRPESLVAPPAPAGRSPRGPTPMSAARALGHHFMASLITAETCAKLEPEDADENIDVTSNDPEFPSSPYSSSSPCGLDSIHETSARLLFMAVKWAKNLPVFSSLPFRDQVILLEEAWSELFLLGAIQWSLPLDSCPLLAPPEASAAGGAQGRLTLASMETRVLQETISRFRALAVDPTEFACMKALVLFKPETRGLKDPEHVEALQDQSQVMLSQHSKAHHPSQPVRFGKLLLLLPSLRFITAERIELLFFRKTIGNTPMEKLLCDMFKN
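Test system: GST-NR2E3 and biotin-RetCOR proteins | Quantity: 1.35 nM GST-tagged NR2E3 final | Medium: Tris pH 7.5 | Also added: 7 nM biotin-RetCOR | Dosing: Compound at 4.8 µM, single dose | Timing: 5 h at 4 °C | Detection: Time-resolved FRET | Read-out basis: Percent inhibition | Benchmarks: Biotin wells as high control, 0.6% DMSO wells as low control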
LMP1 NFkB inh: EBV LMP1-driven NF-kappaB luciferase reporter inhibitors, primary screen, cell-based, luminescence, single point | LMP1-induced NF-kappaB luciferase reporter cells | inhibition, % at 12.5 µM | actives 0.69% (n = 350,000); in the data active means inhibition above about 41%;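 further: 0% = neutral control wells and 100% = reference inhibitor control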
TRAIL sens C8: viability loss with TRAIL in NB7+C8 cells, primary screen, TRAIL sensitizer project, cell-based, ATPlite luminescence; actives 1% (n = 360,000); inhibition (viability loss, TRAIL sensitization), % at 10 µM;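 active means compounds causing at least 50% loss of cell viability in the single-dose screen, relative to plate controls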
KKLEB tox: cytotoxicity in KKLEB CF airway cells, primary screen, cytotoxicity control for CF NF-kB inhibitor project, cell-based, uHTS, fluorescence assay plates; KKLEB CF airway cells viability, ATPlite luminescence, overnight; stronger effect = lower value; cells stimulated with P. aeruginosa culture filtrate; activity change (cytotoxicity), % at 5 µM; actives 0.36% (n = 360,000);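 active means corrected activity change at or below -50% at 5 µM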
Peg3 promoter: Peg3 promoter-driven luciferase inhibitors, primary screen, cell-based, HeLa, luciferase luminescence; HeLa PEG-Prom luciferase reporter, overnight; actives 1.7% (n = 360,000); inhibition, % at 20 µM;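 active means inhibition of at least 50% at 20 µM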
CF NFkB inh: inhibitors of PAF-induced NF-kB signaling, primary screen, cell-based, GFP fluorescence, uHTS; actives 0.86% (n = 360,000); KKLEB NF-kB-GFP reporter, GFP fluorescence overnight; AID 588850, 2011; inhibition, % at 5 µM;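 active means at least 50% inhibition at 5 µM, scaled per plate between neutral and stimulator controls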;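 further: PAF is a Pseudomonas aeruginosa culture filtrate used as stimulus; plate controls were PAF-stimulated DMSO wells for no effect and unstimulated DMSO wells for full effect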
TRPM1 prom inh: inhibitors of MITF-dependent TRPM1 promoter reporter, primary screen, cell-based, SK-MEL-5, single point, luciferase. SK-MEL-5 TRPM1 promoter luciferase, 24 h. inhibition, % at 12.5 µM. actives 0.83% (n = 330,000). AID 488899, 2010;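 active means mean inhibition across replicates of 60% or more, whatever share of single replicates reaches that level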; further: values of inactives mirror those of a sister screen read the other way
Shn3 3UTR inh: reduction of Shn3 3'UTR firefly luciferase signal, primary screen, Schnurri-3 inhibitor project, cell-based, Clone20 osteoblasts, set 2; AID 588674, 2011; inhibition, % at 12.5 µM; actives 0.52% (n = 360,000); Clone20 osteoblast Shn3 3'UTR firefly luciferase, 24 h;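 active means mean inhibition of at least 75% with every replicate also reaching 75%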;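 further: 0% = median of neutral control wells and 100% = pilot-screen positive control compound; some compounds past the cut are filed as inactive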
HIF-2a block: HIF-2a reporter inhibitors, primary screen, luminescence, 786-0 RCC cells | actives 0.72% (n = 360,000) | AID 624352, 2012 | inhibition, % at 18.8 µM | 786-0 RCC cells HIF-2a reporter, luciferase luminescence, overnight;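 active means inhibition of the luminescence signal of 40% or more relative to plate controls, in a single-dose primary screen at 18.75 µM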
NR2E3 ag-2: NR2E3 agonists in two-hybrid cells, primary screen, cell-based, luminescence, CHO-S, Gal4-NCOR/VP16-NR2E3; actives 0.35% (n = 360,000); Photoreceptor-specific nuclear receptor (Homo sapiens), Q9Y5X4; inhibition of corepressor binding, % at 3.98 µM; luciferase; AID 602229, 2012;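 active means inhibition above the mean of all tested compounds plus 3 SD, cut at about 70% in these data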;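 further: 0% = DMSO with NR2E3 transfected cells and 100% = cells lacking NR2E3 construct; higher means lower luciferase signal from less NR2E3 corepressor binding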
iPSC survival up: enhancers of single-cell hiPSC survival, primary screen, ATPlite luminescence. 100% = ROCK inhibitor wells, 0% = DMSO. survival enhancement, % at 20 µM. actives 0.044% (n = 360,000). AID 602274, 2012; in the data active means survival enhancement above about 18%;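 further: cells exposed to compounds for 16 hours before the ATP read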
Active calls of the source: *; / = no result given. An excerpt (hit frequency here may not be typical).

mol | NR2E3 ag-1 | LMP1 NFkB inh | TRAIL sens C8 | KKLEB tox | Peg3 promoter | CF NFkB inh | TRPM1 prom inh | Shn3 3UTR inh | HIF-2a block | NR2E3 ag-2 | iPSC survival up
Nc1ccn([C@@H]2O[C@H](CNC(=O)[C@H]3CCC(=O)N3)[C@@H](O)[C@H]2O)c(=O)n1 | / | -4.3 | -11.0 | -15.9 | -2.2 | -15.0 | / | -12.1 | -1.8 | -8.7 | -0.6
O=C(O)c1cccc(-c2ccc(/C=C3/SC(=Nc4ccccc4)N(Cc4cccnc4)C3=O)o2)c1 | / | 5.0 | 11.9 | 11.9 | -94.1 | 13.6 | -1.5 | -25.3 | -129.7 | -60.0 | -0.5
CC(=O)OCCn1c([N+](=O)[O-])cnc1C=[N+]([O-])C1CCCCC1 | / | -8.8 | -1.1 | -17.4 | 4.7 | 22.4 | / | -14.9 | 6.3 | -9.8 | -1.5
CC(O)c1cccc(-c2ccc(CN3C[C@]4(CO)O[C@@H](CO)C[C@@H]4S3(=O)=O)cc2)c1 (some centres undefined) | / | -5.7 | 9.0 | -1.9 | 6.0 | -22.1 | -3.0 | -4.3 | 11.7 | 1.4 | -0.8
N#CCCn1cc(C(=O)CN2C(=O)NC3(CCCCCC3)C2=O)c2ccccc21 | 2.9 | 20.2 | 9.0 | 11.6 | 5.5 | -11.2 | -7.1 | -14.6 | 7.7 | -3.7 | 0.2
CCOC(=O)C(C)Sc1nnc(NC(=O)c2cccc([N+](=O)[O-])c2C)s1 (centres undefined) | -3.1 | -0.5 | 10.8 | -5.1 | 2.7 | 3.4 | -3.9 | 11.8 | 25.9 | -7.6 | 0.1
CC(C)(C)c1ccc(NC(=O)c2cc(C3CCCN(S(=O)(=O)c4cccc5cccnc45)C3)on2)cc1 (centres undefined) | / | / | 25.0 | -4.2 | 6.8 | 21.9 | / | 30.1 | -26.7 | 3.4 | -1.3
CCc1c(O)nc(SCC(N)=O)n(-c2ccccc2F)c1=O | -0.4 | 0.1 | -8.1 | 6.8 | 7.9 | -2.8 | 9.3 | -3.8 | 8.7 | 2.3 | 1.5
CCOC(=O)Cc1nnc(NC(=O)c2ncn[nH]2)s1 | -0.5 | 9.6 | 0.9 | -11.7 | 14.2 | 2.2 | -2.7 | -11.2 | 0.1 | -6.3 | -1.0
CN(C(=O)CCc1nnc(CCCCc2ccccc2)o1)C1CC(C)(C)NC(C)(C)C1 | 4.3 | -9.4 | -1.4 | 2.5 | 5.1 | -5.1 | -4.1 | -16.2 | -2.4 | 10.6 | 0.3
Cc1ccc(N2NC(=O)/C(=C\c3cc4c(cc3[N+](=O)[O-])OCO4)C2=O)cc1C | 1.5 | -4.4 | 6.7 | -20.5 | 33.9 | 32.2 | 9.7 | 18.6 | 39.7 | -21.6 | 1.7
CCCC(CCC)c1nnc(NC(=O)c2ccco2)s1 | 0.4 | 6.3 | -6.2 | 0.0 | 11.6 | 6.8 | 11.8 | -4.8 | 14.3 | -10.6 | -0.2
O=C(Nc1ccc2c(c1)OCO2)C1CC(c2ccccc2Cl)=NO1 (centres undefined) | -2.3 | -17.9 | -0.2 | 0.1 | -146.7 | -12.3 | -43.6 | -35.5 | -183.4 | -4.8 | 4.0
C=CCOC(=O)COc1ccc2c(C)c(C)c(=O)oc2c1 | -1.0 | -6.3 | -20.8 | -1.8 | -5.7 | -3.5 | -0.6 | 7.6 | 13.3 | -15.1 | 3.2
CC(Oc1ccccc1)C(=O)N1CCCc2ccccc21 (centres undefined) | 2.3 | 3.3 | -3.5 | -7.6 | -94.4 | 0.2 | 10.3 | 11.7 | 5.0 | -11.7 | -0.2
CCCCN(C(=O)C1CC1)C1CCS(=O)(=O)C1 (centres undefined) | 3.3 | -4.0 | 1.1 | -7.7 | -6.3 | 7.6 | 3.8 | 3.8 | 6.8 | -3.5 | -0.2
CCCc1cc(=O)oc2c(C)c(OCC(=O)N3CCC(C(=O)O)CC3)ccc12 | 5.3 | -5.4 | 11.9 | -13.5 | -4.9 | -10.6 | -3.7 | -2.7 | 3.8 | -22.3 | -2.4
O=C(COC(=O)CN1C(=O)COc2ccccc21)NC1CCCCC1 | -1.3 | 2.4 | 13.9 | 18.0 | 13.8 | -15.8 | 3.6 | -3.5 | -1.1 | 6.9 | 0.1
CC(=O)Nc1ccc(-c2cc(-c3ccccc3)nc(-c3ccccc3)n2)cc1 | -1.1 | 10.4 | 22.1 | -15.0 | 23.5 | 4.7 | 20.0 | -5.5 | 6.3 | 3.6 | -2.0
O=C(O)c1cc(-c2cc(C(=O)O)c3ccccc3n2)ccc1O | / | 3.4 | 7.5 | 3.2 | -2.6 | -28.1 | 4.0 | 7.3 | 3.6 | 8.7 | -1.1

3 compounds already listed, arranged by their value in Shn3 3UTR inh, largest number first:
Structure	Shn3 3UTR inh
CCOC(=O)C(C)Sc1nnc(NC(=O)c2cccc([N+](=O)[O-])c2C)s1 (centres undefined)	11.8
O=C(O)c1cc(-c2cc(C(=O)O)c3ccccc3n2)ccc1O	7.3
CC(O)c1cccc(-c2ccc(CN3C[C@]4(CO)O[C@@H](CO)C[C@@H]4S3(=O)=O)cc2)c1 (some centres undefined)	-4.3

The results go on:
mol | NR2E3 ag-1 | LMP1 NFkB inh | TRAIL sens C8 | KKLEB tox | Peg3 promoter | CF NFkB inh | TRPM1 prom inh | Shn3 3UTR inh | HIF-2a block | NR2E3 ag-2 | iPSC survival up
CC1CC(C)CN(c2ccc(S(=O)(=O)N3CCOCC3)cc2)C1 (centres undefined) | 1.2 | -16.1 | 2.4 | -4.0 | 2.8 | 16.1 | -2.7 | 9.9 | 0.4 | 0.6 | 0.0
Cc1ccc2c(C)c(C(=O)N(C)Cc3ccncn3)oc2c1C | 2.6 | 4.4 | 3.0 | 15.8 | 5.5 | -9.0 | -3.2 | -1.2 | -9.7 | -26.5 | 0.6
NNC(=O)CC(=O)NC1(Cc2ccc(O)cc2)CCCCC1 | -1.2 | 4.1 | -5.8 | -2.1 | 3.1 | 12.5 | -0.1 | 0.1 | 18.6 | -19.9 | -0.6
O=C(COc1ccc(Cl)cc1[N+](=O)[O-])N1CCCCC1 | -0.6 | -3.0 | -6.5 | -7.2 | -26.6 | -1.7 | 12.7 | -14.2 | -36.3 | -5.6 | -0.9
N=c1c(C(=O)NCc2ccccc2)cc2c(=O)n3ccccc3nc2n1Cc1ccco1 | 2.4 | 0.9 | 0.2 | -7.0 | 13.3 | 2.1 | 19.3 | -18.1 | 6.7 | -13.0 | -2.3
Cc1ccc(-n2ncc3c(=O)n(CC(=O)N4CCCCCC4)cnc32)cc1 | 3.5 | -9.5 | 10.1 | 1.1 | -22.6 | 15.9 | 0.3 | 2.1 | -38.3 | -6.5 | -0.3
Cn1c2ccccc2c2c(C(=O)N3CCN(c4ccc(F)cc4)CC3)cn(C3CCCC3)c(=O)c21 | 3.2 | 16.1 | 5.5 | -4.7 | 39.0 | -2.1 | -8.5 | 1.0 | 27.9 | -16.6 | -0.6
CN(C)CCCO/N=C(\c1ccccc1)c1ccncc1 | -2.6 | 8.9 | -2.0 | 4.5 | 15.4 | -4.7 | -8.2 | 10.6 | 15.9 | 0.1 | -2.2
COc1ccc(CNC(=O)NC2CCCCC2)cc1 | 1.4 | 7.5 | 11.5 | -0.2 | -94.2 | -2.4 | -36.9 | -42.3 | -113.6 | -43.4 | -2.0
COc1ccc(C2=NCN(c3ccc(C)cc3)C(=S)N2)cc1 | 2.8 | -26.3 | -4.8 | 1.9 | -246.0 | 3.4 | -56.9 | -9.6 | -276.2 | -114.9 | 4.2
O=C(O)/C=C\C(=O)Nc1ccc(Oc2ccc(Br)cc2)cc1 | 2.8 | -4.7 | 6.3 | 0.9 | -6.9 | -8.7 | 0.8 | -10.6 | -3.5 | -22.8 | 4.6
CCOc1ccc(C(=O)NCC(=O)OC(C)C(=O)NCc2ccco2)cc1OCC (centres undefined) | 2.4 | 3.6 | 1.1 | -2.8 | 3.5 | 2.7 | 4.2 | -16.4 | 6.8 | -24.9 | 1.1
CCOCCCn1c(=NC(=O)c2ccco2)c(C(=O)OCC)cc2c(=O)n3cccc(C)c3nc21 | -0.6 | -0.1 | 13.6 | -7.2 | 14.3 | 7.2 | -0.7 | -4.8 | 12.4 | -14.6 | 1.5
C[C@H](CO)N1C[C@H](C)[C@@H](CN(C)CC2CCOCC2)Oc2ncc(Br)cc2C1=O | / | -1.1 | 1.2 | -10.6 | 5.1 | 19.9 | / | 7.6 | 4.1 | -3.4 | 3.5
Cc1ccc(C)c(-n2cc(CN3CCCN(C=O)CC3)c(-c3ccccc3)n2)c1 | 1.7 | -9.9 | -7.5 | -5.3 | 0.3 | 11.9 | -3.9 | -26.6 | 12.5 | 5.7 | 0.1
S=c1[nH]c(-c2ccccc2)cn1-c1ccccc1 | -1.3 | -9.0 | 3.3 | 1.2 | -218.9 | -10.3 | -30.8 | -12.8 | -234.9 | -39.4 | 0.0
Cc1nc2scc(-c3cccs3)c2c(=O)o1 | -0.7 | -1.1 | 11.3 | -8.5 | 14.2 | -10.2 | 16.6 | -1.5 | 5.9 | 0.5 | -0.3
O=C(CC(C(=O)O)C1CCCO1)NCCc1ccc2c(c1)OCO2 (centres undefined) | 2.5 | 0.3 | 6.2 | 24.8 | 5.3 | -14.3 | -7.7 | 16.2 | 5.6 | -9.8 | -0.5
C=C1SC(=Nc2ccccc2Cl)N(C(=O)c2sc3ccccc3c2Cl)C1(C)C | 3.0 | -0.4 | -25.6 | 7.8 | 19.1 | 20.0 | -15.8 | -4.1 | -101.0 | -50.7 | 0.3
COc1ccc(CNC(=O)C2CCN(S(=O)(=O)c3ccc4c(c3)CC(C)N4C(C)=O)CC2)cc1 (centres undefined) | 2.3 | 2.6 | 1.0 | 6.9 | 1.7 | -14.8 | 11.3 | 31.3 | 13.1 | -3.1 | 0.3
O=C(CCC(=O)Nc1ccccc1Cl)NNS(=O)(=O)c1ccc(Cl)cc1 | / | 2.8 | 0.3 | 25.8 | 5.4 | -7.5 | 4.2 | -20.6 | 19.5 | -42.2 | -0.2
